# Screening results as filed in PubChem BioAssay.
# SKKanGAS inh = inhibitors of SKKanGAS S. pyogenes growth in kanamycin (SK-promoter or general growth effect). BacTiter-Glo, 6 h. inhibition, % at 7.5 µM. 300,000 tested, 1.3% active;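 active = mean replicate score, as percent of positive control median, at least 50; inconclusive = mean below 50 but one replicate at or above 50; inactive = mean and every replicate below 50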;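 also: strain carries kanamycin resistance gene driven by streptokinase promoter and grows in 40 µg/ml kanamycin; loss of luminescence reflects streptokinase promoter inhibition or plain growth inhibition; 0% = median of DMSO wells and 100% = positive control at its reference dose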
# HIF activator = HIF pathway transcriptional activation; U2OS HRE-luciferase reporter, luminescence; normalized: DMSO 0%, desferrioxamine 100%; activation, % at 7.5 µM (by protocol); 300,000 tested, 0.32% active;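 active = mean activation of at least 10% of the iron chelator positive control signal, with at least half of replicates also reaching 10%; inconclusive = mean and replicate majority disagree about reaching 10%; inactive = mean and most replicates under 10%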
# Platelet DG rel = modulates dense granule release in human platelets; human platelet-rich plasma, SFLLRN dense granule ATP release, luminescence; inhibition, %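 (compounds screened at 7.5 µM in platelet-rich plasma)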; 300,000 tested, 0.22% active; AID 1663;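 active = mean replicate score, as percent of positive control, at or above 50; inconclusive = mean below 50 but at least one replicate at or above 50; inactive = mean and every replicate below 50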
# HSP90 inh = blocks HSP90-mediated luciferase refolding in reticulocyte lysate | inhibition, % at 5.6 µM | Rabbit reticulocyte lysate, luciferase refolding luminescence, 3 h | 290,000 tested, 0.91% active | AID 1789;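 active = inhibition above the screen-wide mean plus 3 SD, computed separately per campaign, cut at about 16% in these data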;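 also: 0% = DMSO wells and 100% = 60 µM geldanamycin wells; inhibitors lower the luminescence because luciferase stays unfolded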
# KLF5 inh = kruppel-like factor 5 inhibition; 290,000 tested, 0.23% active; DLD-1 KLF5 promoter-luciferase reporter, luminescence; inhibition, % at 5 µM;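 active = inhibition above a per-plate limit of that plate's mean compound inhibition plus 3 SD, cut at about 60% in these data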;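 also: 0% = DMSO wells and 100% = LY294002 at 200 µM; higher means less KLF5 promoter-driven luciferase light; inactives centre near -14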
# HSF1 activator = increases HSF-1 driven luciferase reporter signal. NIH3T3-HGL HSF-1 luciferase reporter, MG132, 8 h; 100% = twice DMSO control signal. activation, % at 9 µM. 300,000 tested, 1.7% active;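 active = mean replicate activation of at least 50% with a set share of replicates each reaching 50%; inconclusive = only one of those two conditions met; inactive = mean below 50% and too few replicates reaching it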;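 also: 0% = median of the neutral control wells and 100% = twice that signal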
# AI-2 QS mod = modulators of Vibrio harveyi AI-2 quorum sensing system; 300,000 tested, 0.4% active; Vibrio harveyi JMH597 AI-2 luminescence/OD600 ratio, 9 h; hits give low values; strain lacks LuxN and CqsS sensors; 0 = neutral-control median; activity change, % at 7.5 µM; in the data active = activity change below about -75%, passing the limit was not always enough; inconclusive = no clear call, values can overlap the other calls;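 also: luminescence divided by OD600 gain over 9 h not by final OD600 alone; inactives centre near 13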
# aSyn UTR inh = 5' untranslated region of α-synuclein, MLPCN primary screen; inhibition, % (tested at 7.5 µM); AID 1813; alpha-synuclein 5'UTR reporter, inhibitor activity; 300,000 tested, 0.82% active; in the data active = inhibition above about 60%; inconclusive = no clear call, values can overlap the other calls;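 also: H4 neuroglioblastoma cells stably carrying SNCA 5'UTR luciferase fusion; 0% = DMSO wells and 100% = positive control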
# IEC-6 cytotox = counter-screen for KLF5 inhibitors: cytotoxicity in IEC-6 cells; AID 1825; 290,000 tested, 0.78% active; inhibition, % at 5 µM; IEC-6 cytotoxicity, luminescence viability; in the data active = inhibition above about 22%;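 also: 0% = plate median of test compound wells and 100% = cytotoxic reference compound wells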
# HSF1 inhib = HSF1 inhibition | NIH3T3-HGL HSE-luciferase, MG132-induced, luminescence 8 h; hits give low values | activity change, negative = inhibition, % at 7.5 µM (by protocol) | 300,000 tested, 0.77% active | AID 2098;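 active = more than half of replicate wells show activity change below -50%, luminescence cut by over half; inconclusive = some wells, but at most half, below -50%; inactive = no replicate well below -50%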;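 also: luciferase reports HSF-1 transcriptional activity via heat shock element; 0% = median of DMSO wells and -100% = zero luminescence signal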
# Starred values were filed as active, the others as inactive; ? = inconclusive; / = no result given.
# Sequence of screens: Platelet DG rel | aSyn UTR inh | SKKanGAS inh | HSF1 activator | AI-2 QS mod | HIF activator | IEC-6 cytotox | KLF5 inh | HSP90 inh | HSF1 inhib
Cc1nc2scc(C)n2c(=O)c1S(=O)(=O)Nc1ccc(N2CCOCC2)c(Cl)c1
  10 | 10 | -10 | 1 | 3 | -0.5 | 7 | -30 | 8 | 0
Cc1ccc2c(C)ccc(O)c2n1
  0 | 9 | 17 | -3 | 17 | 0.3 | 1 | -28 | 7 | -2
Cc1sc2nc(SCC(=O)N3CC(C)OC(C)C3)n(C)c(=O)c2c1C (configuration not stated)
  -11 | 3 | 4 | -8 | 4 | -0.4 | 2 | 3 | 0 | 3
Cc1cccn2c(=O)c3cc(C(=O)NC4CCCC4)sc3nc12
  14 | -52 | -4 | -8 | 45 | 0.8 | -3 | -33 | -3 | -3
COc1ccccc1-n1nnnc1S(=O)(=O)Cc1ccc(Cl)cc1
  0 | 31 | -2 | 235* | 4 | -1.7 | / | / | / | 190
Cn1c(SCc2cc([N+](=O)[O-])cc3c2OCOC3)nnc1-c1ccccn1
  -4 | 4 | -9 | 1 | 10 | -0.1 | -7 | -22 | 0 | -1
COc1ccc(NC(=O)c2cc(C(C)C)on2)cc1OC
  7 | -2 | / | 1 | 20 | 0.2 | -1 | -87 | -6 | -3
CCCCc1nc(NCc2ccccc2)c(C#N)c2c1CCCC2
  2 | 31 | 60* | 5 | 18 | -0.2 | -8 | 13 | -4 | 19
O=C(CCl)Nc1ccc(N=Nc2ccccc2)cc1
  15 | -63 | -5 | 68* | -91* | 1.2 | -5 | -107 | 2 | 56
COc1ccc([N+](=O)[O-])cc1NC(=O)N(C)Cc1ccco1
  -4 | 10 | -16 | 8 | 16 | -17 | -4 | -22 | 6 | -7
O=C(c1ccccc1)N1CCN(c2ccc(NCc3ccc4c(c3)OCO4)cc2)CC1
  -1 | 21 | -4 | -17 | 24 | -0.4 | 4 | 10 | 3 | -10
CCCCc1c(C)nc(Nc2ccc(OC)cc2)[nH]c1=O
  -3 | -14 | -4 | 14 | 1 | 0.7 | -4 | -5 | -3 | -1
Cc1ccc(CN/C=C/C(=O)c2ccc(Br)cc2)cc1
  14 | -31 | -3 | 16 | -34 | -0.5 | -2 | 7 | 0 | 20
Cc1ccc(N(CC(N)=O)C2SC(=O)N(Cc3ccccc3)C2=O)cc1 (configuration not stated)
  1 | 22 | 13 | 38 | 19 | 0.0 | -5 | -8 | 0 | -7
COC(=O)C1CCN(C(=O)NC(C)(C)C)CC1
  0 | 8 | -3 | -5 | 23 | 1.3 | -2 | -12 | 1 | 0
Fc1ccc(-c2csc(=S)[nH]2)cc1
  8 | -28 | -11 | -4 | 36 | 0.1 | 3 | -31 | 3 | 4
Cc1ccc(NC(NC(=O)c2ccccn2)C(Cl)(Cl)Cl)cc1 (configuration not stated)
  -6 | -27 | 3 | -16 | 13 | 0.7 | -1 | -43 | 4 | -7
C=CCN1CC(=O)N2Cc3[nH]c4ccccc4c3C[C@H]2C1=O
  -3 | 1 | 0 | 0 | 3 | 0.3 | 3 | -10 | 2 | -1
COc1ccc(-n2nc3c(c2NC(=O)COc2cccc(OC)c2)CS(=O)(=O)C3)cc1
  -10 | 10 | 9 | 3 | 25 | 0.1 | -14 | -26 | -1 | -1
O=C(NC1CCN(C(=O)C2CCCCC2)CC1)c1ccccc1
  2 | -5 | -2 | -1 | 21 | 0.0 | 1 | -23 | 2 | -1
COC(=O)C1=C(C)N2C(=O)CSC2=NC1c1ccc2c(c1)OCO2 (configuration not stated)
  3 | 11 | -6 | 15 | 11 | -1.3 | / | / | / | 0
C=CCc1cccc(OC)c1OCCOCCNCCO
  0 | -2 | 2 | -9 | / | 0.4 | -3 | 3 | 4 | -10
COc1ccc(C(C)NC(=O)C2CCCO2)cc1OC (configuration not stated)
  4 | -12 | -6 | -2 | 10 | 0.3 | -2 | -26 | -8 | -2
Cc1ccc(Cl)cc1NC(=O)CCC(=O)O
  0 | -1 | -5 | -12 | 19 | -0.4 | 3 | -16 | -1 | -3
CCCN=C(C)c1c(-c2ccccc2)[nH]n(-c2nc3ccccc3s2)c1=O
  4 | 1 | 17 | 17 | 19 | -0.2 | -6 | -7 | -3 | 7
Cc1nnc(SCc2nc(N)nc(Nc3ccccc3)n2)s1
  -10 | -44 | -13 | 14 | 54 | 1.3 | 4 | -35 | -3 | 4
C/C=C(\C)C(=O)Nc1cccc(C2=NOC3(C2)C[C@@H](C(N)=O)N(C(=O)c2cc([N+](=O)[O-])cc([N+](=O)[O-])c2C)C3)c1 (some centres not stated)
  13 | 5 | 3 | -3 | 21 | -0.4 | / | / | / | 0
CCSc1nc(N)c(C#N)c(-c2ccco2)c1C#N
  0 | 36 | 35 | -7 | 11 | -0.3 | 4 | -34 | 2 | -13
Cc1c(C(=O)NCC2CCCO2)oc2c(Cl)cccc12 (configuration not stated)
  -13 | 7 | -5 | 32 | 19 | -0.2 | / | / | / | 14
COC(=O)C1=C(C)N(c2ccccc2)/C(=C/c2cccs2)C1=O
  5 | 15 | -4 | -2 | 15 | -0.2 | 0 | 10 | -1 | 2
CCCOc1ccc(C(O)(CCN2CCCCC2)c2ccccc2OC)cc1 (configuration not stated)
  4 | 10 | -3 | -5 | 1 | 0.1 | 14 | -27 | 0 | 1
COc1cc(CC(=O)NCc2ccccn2)cc(OC)c1OC
  1 | -13 | 0 | -13 | -6 | -0.2 | 1 | 5 | 5 | -6
O=S(=O)(Nc1cccc(-c2nc3cccnc3s2)c1)c1cccs1
  0 | -37 | 0 | -21 | -4 | 0.7 | 0 | -22 | -2 | 4
C=CCC(C#Cc1ccccc1)N(C)C (configuration not stated)
  -7 | 3 | -1 | 42 | 15 | -0.2 | 5 | -23 | 4 | 13
COc1ccc(-c2cc3ccccc3oc2=O)cc1NC(=S)NC(=O)c1ccc2c(c1)OCCO2
  1 | -34 | 7 | 9 | 11 | -0.7 | 2 | -57 | 0 | 4
Cc1ccccc1NC(=S)Nc1ccc(Br)cc1
  -16 | -29 | -11 | 41 | -2 | 2.8 | 0 | -16 | 3 | 3
CC(=O)c1ccc(OCC(C)C)c(CN2CCCCC2)c1
  3 | -12 | -4 | -7 | 12 | -0.2 | 0 | -31 | 1 | 0
CCc1nnc(NC(=O)Cc2c[nH]c3ccccc23)s1
  -4 | -27 | -3 | 1 | -11 | 0.1 | 7 | 8 | 4 | 2
NNC(=O)CN1C(c2ccc(Br)cc2)=Nc2ccc(Br)cc2C1c1ccccc1 (configuration not stated)
  -1 | -38 | 10 | -1 | 22 | -21 | -4 | -10 | 5 | -5
COCCn1c(SCC(=O)N2CCOCC2)nnc1-c1ccncc1
  4 | 4 | -2 | 1 | 28 | 0.0 | -8 | 4 | -3 | 3
O=C(Cn1nnc2c(sc3nc4c(c(-c5ccccc5)c32)CCC4)c1=O)c1ccccc1
  2 | -22 | 3 | 25 | 15 | 0.0 | -4 | -6 | 3 | 3
CCCN(CC(=O)Nc1ccccc1OC)C(=O)c1ccncc1
  1 | -16 | ? | 4 | 3 | 0.2 | 4 | -27 | -2 | -4
CCOc1ccc(C(=O)N2CCCCCC2)cc1
  6 | -12 | -3 | -16 | 27 | 0.8 | 2 | -2 | -1 | 4
COc1cc(S(=O)(=O)n2cnc(C)c2)ccc1Br
  -3 | 10 | 0 | -3 | 27 | -0.3 | 5 | -6 | 1 | -4
O=C(/C=C/Nc1ccc(S(=O)(=O)Nc2ncccn2)cc1)c1ccc(Cl)c(Cl)c1
  -20 | 18 | 17 | 4 | -3 | -0.1 | 6 | 8 | 3 | 3
Cc1c(Cl)ccc2sc(N3CCN(C(=O)C4=COCCO4)CC3)nc12
  1 | -7 | -6 | 5 | 23 | -0.8 | / | / | / | -1
C/C(CC(=O)NC1C2CC3CC(C2)CC1C3)=N\NC(=O)Cc1cccs1 (configuration not stated)
  7 | -3 | 3 | 21 | 34 | -0.3 | 5 | -16 | 0 | 8
CCCCC(CC)C(=O)NCc1ccc(F)cc1 (configuration not stated)
  16 | 11 | 2 | 1 | 3 | -0.3 | -4 | -15 | 1 | -9
O=C(CSc1nc2ccccc2c(=O)n1Cc1ccco1)N1CCCCCC1
  8 | -24 | 3 | 13 | 28 | -0.3 | -3 | -11 | -1 | 6
Cn1c(NC(=O)c2ccccc2F)c(-c2cccs2)c(=O)c2ccccc21
  2 | 4 | -2 | -20 | 13 | 0.0 | 5 | 21 | 8 | -3
CN(C(=O)C1CCCCC1)C1CCS(=O)(=O)C1 (configuration not stated)
  3 | -8 | -1 | 0 | 6 | -0.4 | / | / | / | -1
Cc1cc(C(=O)Nc2c[nH]c(=O)[nH]c2=O)ccc1[N+](=O)[O-]
  1 | -2 | 0 | 8 | 14 | 0.0 | 0 | -7 | 1 | -6
COc1cc(C(=O)OC(C)CN2CCN(C)CC2)cc(OC)c1OC (configuration not stated)
  -5 | -20 | 23 | 18 | 8 | 0.2 | -3 | -26 | -4 | -4
Cc1ccc(/C=N/Nc2nncn2N)cc1
  10 | -120 | 6 | 74* | 14 | 3.4 | -8 | -32 | -5 | 37
OCCN1CCN(CC(O)COc2ccc3ccccc3c2)CC1 (configuration not stated)
  -2 | -2 | 2 | 2 | 18 | 0.1 | 6 | -9 | -1 | -8
c1ccc(-n2nnnc2NC2CCCCCC2)cc1
  0 | 5 | 7 | 9 | 33 | -0.2 | 0 | -8 | 1 | -8
COc1cc(-c2cc3nc4ccccc4n3c(N)c2C#N)cc(OC)c1OC
  4 | ? | 27 | -23 | -2 | -0.3 | 8 | -1 | 4 | -7

# A different layout for seven compounds above.
SMILES | Platelet DG rel | aSyn UTR inh | SKKanGAS inh | HSF1 activator | AI-2 QS mod | HIF activator | IEC-6 cytotox | KLF5 inh | HSP90 inh | HSF1 inhib
COCCn1c(SCC(=O)N2CCOCC2)nnc1-c1ccncc1 | 4 | 4 | -2 | 1 | 28 | 0.0 | -8 | 4 | -3 | 3
O=C(Cn1nnc2c(sc3nc4c(c(-c5ccccc5)c32)CCC4)c1=O)c1ccccc1 | 2 | -22 | 3 | 25 | 15 | 0.0 | -4 | -6 | 3 | 3
CCCN(CC(=O)Nc1ccccc1OC)C(=O)c1ccncc1 | 1 | -16 | ? | 4 | 3 | 0.2 | 4 | -27 | -2 | -4
CCOc1ccc(C(=O)N2CCCCCC2)cc1 | 6 | -12 | -3 | -16 | 27 | 0.8 | 2 | -2 | -1 | 4
COc1cc(S(=O)(=O)n2cnc(C)c2)ccc1Br | -3 | 10 | 0 | -3 | 27 | -0.3 | 5 | -6 | 1 | -4
O=C(/C=C/Nc1ccc(S(=O)(=O)Nc2ncccn2)cc1)c1ccc(Cl)c(Cl)c1 | -20 | 18 | 17 | 4 | -3 | -0.1 | 6 | 8 | 3 | 3
Cc1c(Cl)ccc2sc(N3CCN(C(=O)C4=COCCO4)CC3)nc12 | 1 | -7 | -6 | 5 | 23 | -0.8 | / | / | / | -1
